High-throughput results (PubChem)
NPSR antag = neuropeptide S receptor (human) antagonism, cAMP. Q6W5P4. CHO-NPSR cells, cAMP TR-FRET, antagonist mode. Potency, µM (titrated, usually from 38.3 µM), inactives show at the top dose activity change, negative = inhibition, hits mostly inhibitors. 1% of 220,000 active. AID 1461; also: % is scaled to controls: 0 for no effect and ±100 for the full control effect; nearly all actives have a fitted effect of over 50% in size; many of its hits are not listed in these tables
RECQ1 inh = inhibitors of human RECQ1 DNA helicase | AID 2549 | 0.54% of 240,000 active | P46063 | RECQ1 DNA unwinding, red fluorescence kinetic read | Potency, µM (doses to about 57.3 µM), for the others: top-dose activity, negative = inhibition, usual class: inhibitors;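 also: plate controls were vehicle for no effect and no enzyme for full effect; nearly all actives have a fitted effect of over 30% in size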
Target sequence (P46063 whole entry, looked up): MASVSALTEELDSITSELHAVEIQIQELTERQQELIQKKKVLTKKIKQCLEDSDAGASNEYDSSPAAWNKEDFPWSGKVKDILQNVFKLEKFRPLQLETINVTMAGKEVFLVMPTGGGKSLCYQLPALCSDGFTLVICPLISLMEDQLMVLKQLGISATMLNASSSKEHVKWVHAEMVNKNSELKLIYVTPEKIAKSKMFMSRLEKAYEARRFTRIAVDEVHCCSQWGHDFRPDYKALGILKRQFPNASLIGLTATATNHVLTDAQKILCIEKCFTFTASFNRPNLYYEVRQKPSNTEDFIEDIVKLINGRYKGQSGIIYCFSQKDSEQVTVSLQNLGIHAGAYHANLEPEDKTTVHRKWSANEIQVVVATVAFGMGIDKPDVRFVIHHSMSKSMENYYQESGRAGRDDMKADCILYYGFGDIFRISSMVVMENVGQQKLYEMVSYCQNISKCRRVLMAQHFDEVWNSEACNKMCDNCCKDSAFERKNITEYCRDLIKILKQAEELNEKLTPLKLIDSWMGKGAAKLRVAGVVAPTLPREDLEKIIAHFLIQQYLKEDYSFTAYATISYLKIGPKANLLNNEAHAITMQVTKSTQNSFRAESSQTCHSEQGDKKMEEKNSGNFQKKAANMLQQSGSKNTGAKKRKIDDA
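RECQ1T1 50 nM; forked duplex (20 bp + 30-nt ss tails) 200 nM, ATP 2 mM final; pH 8.0, 2 mM MgCl2, 2.5 ug/ml poly(dI-dC); 15 min compound preincubation; discontinuous kinetic read over 2 h at RT.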
JMJD2E inh = JMJD2E (human) inhibition. JMJD2E catalytic domain, FDH-coupled NADH fluorescence (FDH is formaldehyde dehydrogenase). AID 2147. 1.6% of 230,000 active. B2RXH2. Potency, µM (top dose mostly 57.1 µM), without a hit: at the top dose activity change, negative = inhibition, actives largely listed as inhibitors; active = well fitted inhibition curve with a large enough effect, not every such curve was filed as active; inconclusive = small, poorly fitted or top-dose-only effect, or another doubt; inactive = no such curve, though single readings can be large or run the other way;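 also: 0% = wells with enzyme and -100% = buffer wells without enzyme; nearly all actives have a fitted effect of over 50% in size; many of its hits are not listed in these tables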
KinaseGlo FLuc = Kinase-Glo luciferase inhibition (counter-screen); 0.28% of 200,000 active; Kinase-Glo luciferase, ATP luminescence, 8 min; Potency, µM (series often up to 38.3 µM), without a hit: at the top dose activity change, negative = inhibition, hits mostly inhibitors; Q27757; also: % is scaled to controls: 0 for no effect and ±100 for the full control effect; nearly all actives have a fitted effect of over 60% in size
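Recombinant Kinase-Glo luciferase, 10 uM ATP (linear range), luciferin; imidazole pH 7.2 / KCl / MgCl2 / Tween / BSA buffer; 8 min RT; luminescence.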
SMN2 splice enh = increases expression of the SMN2 splice variant; HEK293 SMN2-luciferase splicing reporter, luminescence, 30-36 h; AID 1458; 2.8% of 210,000 active; Potency, µM (highest dose often 46.1 µM), inactives show top-dose activity change, positive = activation, most hits filed as activators; also: % of control where 0% means no effect; nearly all actives have a fitted effect of over 55% in size
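HEK293 cells carry an SMN2 […]–luciferase reporter in which exon 7 inclusion puts luciferase in frame. Cells were plated 10-12 h before compound addition, then incubated 30-36 h at 37C. ONE-Glo luminescence was read; sodium butyrate at 4.5 mM final served as control.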
IMPase Li cell = IMPase inhibition in cells with lithium potentiation | CHO-M1 cells, IP1 TR-FRET (IP-One), carbachol + lithium | Potency, µM (doses to about 59.4 µM), for inactives: at the top dose activity, negative = IMPase inhibition, most hits filed as inhibitors | 0.35% of 210,000 active | AID 1457;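 also: IP1 builds up when IMPase is blocked and the TR-FRET signal falls; plate controls were basal vehicle for no effect and high inhibitor control for full effect; nearly all actives have a fitted effect of over 50% in size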
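Readout is a homogeneous TR-FRET IP1 immunoassay (Ex 320, Em 665 and 620), where raised cytosolic IP1 lowers signal. Cells were CHO-M1 treated 30 min at 37C with test compounds plus a little lithium; AC50 values came from Hill-equation fitting.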
Epigenetic reg = regulators of epigenetic silencing causing reporter derepression in mouse cells | Potency, µM (highest dose often 53.9 µM), inactives show top-dose GFP activation, usual class: activators | 0.2% of 280,000 active | murine LDR cells, GFP reporter derepression, 30 h | AID 1865; also: % of control where 0% means no effect; nearly all actives have a fitted effect of over 60% in size
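In this reporter-derepression format, murine cells bearing a silenced integrated CMV-GFP locus incubate with test compound (30 h, 37 C), then are washed and imaged; fluorescent objects of 20–120 um count as induced cells.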
RGS12 GoLoco inh = RGS12 GoLoco-Gai1 interaction inhibition; Potency, µM (titrated, usually from 61.6 µM), for the others: top-dose activity, negative = inhibition, actives largely listed as inhibitors; 0.44% of 230,000 active; Gai1:RGS12 GoLoco peptide FP, rhodamine, 10 min; active = well fitted inhibition curve with a large enough effect, not every such curve was filed as active; inactive = no such curve, though single readings can be large or run the other way; also: % is scaled to controls: 0 for no effect and ±100 for the full control effect; nearly all actives have a fitted effect of over 30% in size; many of its hits are not listed in these tables
Target sequence (P63096 whole entry, looked up): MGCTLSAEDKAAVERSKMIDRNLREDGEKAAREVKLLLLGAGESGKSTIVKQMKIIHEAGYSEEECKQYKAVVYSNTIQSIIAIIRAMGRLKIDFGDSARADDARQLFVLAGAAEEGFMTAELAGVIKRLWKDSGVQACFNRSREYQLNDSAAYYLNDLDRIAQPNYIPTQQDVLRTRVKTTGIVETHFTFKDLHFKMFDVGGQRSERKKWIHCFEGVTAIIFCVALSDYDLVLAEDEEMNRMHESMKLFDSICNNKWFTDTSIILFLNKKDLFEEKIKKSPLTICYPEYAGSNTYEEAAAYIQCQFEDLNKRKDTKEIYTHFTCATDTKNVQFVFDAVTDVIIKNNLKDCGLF
* hit, by the source's call; i = inactive; ? = inconclusive; nt = not tested or not shown; & = joins results of further samples; [ ] = remark or other dose. Unless noted, calls follow the shape of the dose curve; as a rule, active = well fitted curve in the direction sought with a large enough effect; inconclusive = small, poorly fitted or top-dose-only effect, or another doubt; inactive = no such curve, though single readings can be large; an effect the other way counts as inactive or inconclusive. Potency is read from the fitted curve at half-maximal effect. The list is partial (hit frequency here may not be typical).

The line under a structure holds: KinaseGlo FLuc | Epigenetic reg | IMPase Li cell | RGS12 GoLoco inh | SMN2 splice enh | NPSR antag | JMJD2E inh | RECQ1 inh
O=C(CNC(=O)c1ccc(F)cc1)N/N=C/c1cc(Br)ccc1OCc1ccccc1
    -0.5% | 0.0% | 7.4% | 5.5% | 9.0% | -28.8% | -5.9% | i
CCC1C(C#N)=C(SCC(N)=O)NC2=C1C(=O)CC(C)(C)C2 (stereo unspecified)
    nt | 5.2% | nt | 1.9% | nt | -5.7% | ? | -3.4%
COc1ccc(-c2nn(-c3ccccc3)cc2/C=C/C(=O)N2CCN(c3ccccn3)CC2)cc1
    1.4% | 0.1% | 8.9% | -3.4% | -5.6% | -31.9% | ? | -14.0%
COc1ccc(C(=O)Nc2ccc(-n3nncc3C(C)(C)C)cc2)cc1
    -1.3% | -4.0% | -1.5% | 6.8% | -22.8% | -23.1% | 5.0% | -17.7%
CS(=O)(=O)Nc1ccc(C2=NN(C(=O)c3ccco3)C(c3ccccc3F)C2)cc1 (stereo unspecified)
    5.0% | -1.5% | -2.2% | 9.1% | 1.2% | -28.3% | ? | -4.9%
O=S(=O)(NCC1COc2ccccc2O1)c1ccc2ccccc2c1 (stereo unspecified)
    -4.6% | -1.3% | -5.5% | 2.2% | -9.4% | 13.7% | 1.8% | -3.0%
CC1CC(C)CN(S(=O)(=O)c2cc(C(=O)O)c(Cl)s2)C1 (stereo unspecified)
    3.3% | 3.0% | 0.6% | -3.5% | 0.6% | -10.4% | 4.5% | 6.6%
COc1cc(/C=C2\SC(=Nc3ccc(O)cc3)NC2=O)cc(OC)c1O
    -2.4% | 4.3% | 14.5% | 36.5%[activator] | nt | 3.7% | 1.7% | -21.8%
COC(=O)c1c(NC(=O)COC(=O)[C@@H](NS(=O)(=O)c2cccc(Cl)c2)C(C)C)sc2c1CCC2
    0.4% | -1.8% | 10.2% | 10.8% | -12.0% | -30.7% | ? | i
CCCn1c(=O)[nH]c(=O)c2c1nc(-c1ccc(OC(F)F)cc1)n2CCN1CCOCC1
    1.7% | 2.4% | 13.9%[38.3 µM] | -8.0% | 18.4% | -14.3%[46.1 µM] | -4.0% | 4.0%
O=C(NCc1ccccn1)c1cccc(NS(=O)(=O)c2cccc(Cl)c2)c1
    -1.4% | 1.1% | 5.6% | 5.7% | 12.6% | 4.7% | 9.2% | 0.9%
Cc1[nH]n(-c2ccccc2)c(=O)c1C(c1cccc([N+](=O)[O-])c1O)c1c(C)[nH]n(-c2ccccc2)c1=O
    -2.7% | -1.8% | 16.4% | 8.0% | 0.0% | 1.1% | -0.2% | -1.1%
O=C(CSc1nc2ccccc2s1)Nn1cnnc1
    0.5% | -0.9% | 29.0%[38.3 µM] | -4.4% | ? | -9.8%[46.1 µM] | -3.1% | i
CCOc1ccccc1C(=O)Nc1nncs1
    -3.8% | 1.0% | 32.5%[38.3 µM] | 4.8% | 20.4% | -3.0%[46.1 µM] | 2.2% | 12.3%
Cc1cc(C)cc(Oc2nc3c(C)cccn3c(=O)c2/C=C(\C#N)C(=O)NC2CCS(=O)(=O)C2)c1 (stereo unspecified)
    -0.5% | ? | 14.0% | 14.0% | -49.8%[inhibitor] | -24.1% | ? | ?
N/C(=N\OC(=O)CN1C(=O)c2ccccc2C1=O)c1ccc(Cl)cc1
    0.4% | 1.3% | 6.6% | 7.3% | 12.2% | 6.7% | -0.3% | i
CN1CCN(C(=O)c2cc(C(C)(C)C)cc(C(C)(C)C)c2)CC1
    0.0% | 2.5% | 2.4% | 4.4% | nt | -20.5% | 3.8% | i
Cc1ccc(C(C)C)c(OCc2nnc(SCC(=O)Nc3ncc(C)s3)n2C)c1
    -4.0% | 0.0% | 11.9%[38.3 µM] | 12.5% | -32.1% | -12.9%[46.1 µM] | -1.2% | -10.8%
CC1Cc2ccccc2N1C(=O)CSc1nnc(Cn2nnc3ccccc32)n1C (stereo unspecified)
    -0.1% | -1.9% | -8.2%[38.3 µM] | -7.0% | -27.5% | ? | -1.3% | -5.7%
CC1=C(C(N)=O)C(c2ccccn2)n2nc(SCc3ccccc3)nc2N1 (stereo unspecified)
    2.6% | -1.0% | 0.3% | -0.4% | 0.4% | 9.4% | ? | 2.0%
CCc1ccc(Oc2coc3cc(OC(=O)c4cc5ccccc5oc4=O)ccc3c2=O)cc1
    -1.8% | -0.9% | -5.8% | 2.7% | -2.3%[1.84 µM] | 16.2% | ? | -7.7%
CN(C)c1ccc(/C=N/NC(=O)Cn2nnc3ccccc32)cc1
    -0.1% | 0.1% | -0.7% | -13.4% | 24.9% | -8.2% | ? | -5.5%
O=c1c2c3c(sc2nc2n1CCCC2)CCCC3
    -2.7% | -1.0% | 2.3% | 9.8% | ? | 1.8%[46.1 µM] | -0.8% | i
CC(=O)NC(CCS(C)(=O)=O)C(=O)Nc1ccc(F)cc1Cl (stereo unspecified)
    2.0% | 3.7% | -12.9%[38.3 µM] | 1.8% | 5.3% | 8.5%[46.1 µM] | -2.2% | -8.1%
CCC(C)Nc1c([N+](=O)[O-])cc(C)cc1[N+](=O)[O-] (stereo unspecified)
    -1.9% | -1.3% | 9.5%[38.3 µM] | -0.4% | -18.7% | -11.4%[46.1 µM] | 0.4% | -0.5%
COc1cc(/C=C2/C(=N)N3OC(C)=CC3=NC2=O)ccc1OCCOc1ccc(C)cc1
    -3.4% | -1.3% | -12.6%[38.3 µM] | 6.5% | -16.7% | -2.7%[46.1 µM] | 2.9% | 10.5%
c1ccc(C2=Nc3cccc4cccc(c34)N2)cc1
    -12.1% | -1.0% | -1.4% | 2.5% | -6.9% | 10.4% | ? | -6.3%
Cc1ccc2nc(NC(=O)c3ccc(Cl)s3)sc2c1
    0.6% | 2.9% | -6.2%[38.3 µM] | 4.8% | 12.6µM* | 0.1%[46.1 µM] | ? | -4.1%
C=CCc1ccc(O)c(-c2ccc(O)c(CC=C)c2)c1
    nt | 5.2% | -1.0% | -2.9% | nt | 27.7% | -4.2% | -11.9%&-12.7%&-11.8%
COc1ccccc1Cc1nc2ccccc2n1S(=O)(=O)c1ccc(Cl)cc1
    -1.4% | -4.1% | -5.6% | -1.6% | -7.8% | 17.0% | 10.4% | -12.8%
CC(=O)N1CCc2cc(S(=O)(=O)CCC(=O)NCc3ccco3)ccc21
    4.5% | 1.4% | -10.6% | 8.7% | -28.7% | 14.5% | -6.9% | -14.4%
O=C(O)CCCCCNCc1ccncc1
    -1.2% | -0.9% | 0.4%[38.3 µM] | 2.8% | 8.3% | -2.5%[46.1 µM] | -4.8% | -4.7%
Cc1cc(SCC(=O)NCCN2C(=O)CSC2=O)nc2c(C)cccc12
    -0.7% | 8.9% | -18.6% | -15.8% | -2.3% | 4.3% | 5.2% | -1.6%
CC(=O)NC(CC(=O)Nc1ccc(S(=O)(=O)N2CCCCC2)cc1)c1ccccc1 (stereo unspecified)
    -4.3% | -4.2% | 19.9%[38.3 µM] | -4.1% | 18.0% | -15.7%[46.1 µM] | -7.0% | -4.5%
CCc1ccc(CNC(=O)CCc2nnc(Cc3cccc(C(F)(F)F)c3)o2)nc1
    4.0% | 0.3% | 13.8% | 10.0% | nt | -12.2% | 1.4% | -7.5%
CC(C)c1ccc(C(=O)Nc2ccc(N3CCOCC3)cc2)cc1
    1.3% | 1.0% | -6.3% | -4.4% | -44.1% | 18.7% | -1.5% | -3.3%
CCn1c(SCC(=O)NC(C)(C)C)nnc1-c1ccoc1C
    0.8% | 2.3% | 8.4% | 2.0% | -1.7% | -8.0%[46.1 µM] | 4.6% | 0.8%
Cc1cccc(C)c1O
    nt | nt | 3.4% | 7.2% | 0.3% | nt | nt | -3.1%
O=C(COc1cccc2cccnc12)N/N=C/c1ccc(O)cc1
    4.8% | -1.5% | 9.9% | 6.1% | 12.0% | -2.5% | -28.8% | -2.4%
CNC(=S)N1N=C(c2ccc(C)cc2)CC1c1ccc(Br)cc1 (stereo unspecified)
    13.6% | -2.4% | 5.0%[38.3 µM] | 5.9% | -5.2% | ? | -18.8% | -10.8%
CCOCCN(C=O)c1cccc(OC)c1
    -3.3% | 0.4% | -9.3%[38.3 µM] | 0.5% | 6.8% | -1.1%[7.67 µM] | -11.1% | -13.4%
COc1ccc(-c2nnc(SCC(=O)NCc3cccs3)n2C)cc1
    2.7% | 1.0% | 5.7% | 1.2% | -4.1% | 4.2% | -1.4% | 0.3%
O=C(CSc1nc2c(c(=O)n1-c1ccc(Cl)cc1)SCC2)Nc1nccs1
    2.7% | 7.4% | 25.7%[38.3 µM] | 8.8% | 25.5% | -29.7%[46.1 µM] | ? | i
CCN(C(=O)COC(=O)c1cc(-c2ccccc2)nc2c1c(C)nn2-c1ccc(C)cc1)C1CCS(=O)(=O)C1 (stereo unspecified)
    1.5% | 1.0% | 1.3% | 6.8% | 15.3% | -21.9% | 2.8% | -1.9%
N#C/C(=C/c1cn(CC(=O)O)c2ccccc12)c1ccc(F)cc1
    0.4% | 1.3% | 8.0% | 4.3% | 11.6% | -1.6% | 4.1% | -1.3%
Cc1nn(-c2ccccc2)c(C)c1C(=O)OCC(=O)Nc1ccc2c(c1)OCO2
    0.2% | -3.9% | -4.8%[38.3 µM] | -16.9% | -25.6% | -23.3%[46.1 µM] | -4.8% | -13.7%
COc1cc(/C=N/NC(=O)c2cn(-c3cccc(C)n3)cn2)ccc1O
    0.1% | 0.9% | 3.4% | 0.1% | 8.2% | -3.4% | -4.6% | -7.5%
O=C(Cn1cncn1)N/N=C/c1ccccc1Cl
    nt | 4.2% | nt | -1.1% | nt | 9.1% | -1.6% | 7.8%
COc1cccc(CCC(=O)O)c1OC
    -1.9% | 0.5% | -5.0%[38.3 µM] | -4.0% | -11.2% | -6.7%[46.1 µM] | 2.7% | i

In another format: 2 of the compounds above
SMILES: CC(=O)N1CCc2cc(S(=O)(=O)CCC(=O)NCc3ccco3)ccc21
- KinaseGlo FLuc: 4.5%
- Epigenetic reg: 1.4%
- IMPase Li cell: -10.6%
- RGS12 GoLoco inh: 8.7%
- SMN2 splice enh: -28.7%
- NPSR antag: 14.5%
- JMJD2E inh: -6.9%
- RECQ1 inh: -14.4%
SMILES: O=C(O)CCCCCNCc1ccncc1
- KinaseGlo FLuc: -1.2%
- Epigenetic reg: -0.9%
- IMPase Li cell: 0.4%[38.3 µM]
- RGS12 GoLoco inh: 2.8%
- SMN2 splice enh: 8.3%
- NPSR antag: -2.5%[46.1 µM]
- JMJD2E inh: -4.8%
- RECQ1 inh: -4.7%
